# NPC1 prom act: activates the NPC1 promoter. actives 2.4% (n = 320,000). Potency, µM (series often up to 9.22 µM), for the others: at the top dose activation, actives largely listed as activators. Huh7 NPC1 promoter luciferase reporter, 24 h;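 further: potency means the concentration at half of the fitted maximal effect; % of control where 0% means no effect; nearly all actives have a fitted effect of over 60% in size; reporter is driven by a mutant NPC1 promoter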
#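 Quantitative HTS used a cell-based reporter: Huh7 cells stably bearing the NPC1 promoter upstream of luciferase were treated with compounds for 24 h, and promoter activation was read as luminescence.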
# FLuc counter: counter-screen for miR-21 project: firefly luciferase inhibitors or activators | Potency, µM (titrated, usually from 57.5 µM), without a hit: top-dose activity change, negative = inhibition, actives largely listed as inhibitors | actives 6.9% (n = 360,000) | purified FLuc, Km substrates, luminescence inhibition | P08659;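 further: potency means the concentration at half of the fitted maximal effect; plate controls were vehicle for no effect and reference inhibitor for full effect; nearly all actives have a fitted effect of over 55% in size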
# Target sequence (P08659 whole entry, looked up): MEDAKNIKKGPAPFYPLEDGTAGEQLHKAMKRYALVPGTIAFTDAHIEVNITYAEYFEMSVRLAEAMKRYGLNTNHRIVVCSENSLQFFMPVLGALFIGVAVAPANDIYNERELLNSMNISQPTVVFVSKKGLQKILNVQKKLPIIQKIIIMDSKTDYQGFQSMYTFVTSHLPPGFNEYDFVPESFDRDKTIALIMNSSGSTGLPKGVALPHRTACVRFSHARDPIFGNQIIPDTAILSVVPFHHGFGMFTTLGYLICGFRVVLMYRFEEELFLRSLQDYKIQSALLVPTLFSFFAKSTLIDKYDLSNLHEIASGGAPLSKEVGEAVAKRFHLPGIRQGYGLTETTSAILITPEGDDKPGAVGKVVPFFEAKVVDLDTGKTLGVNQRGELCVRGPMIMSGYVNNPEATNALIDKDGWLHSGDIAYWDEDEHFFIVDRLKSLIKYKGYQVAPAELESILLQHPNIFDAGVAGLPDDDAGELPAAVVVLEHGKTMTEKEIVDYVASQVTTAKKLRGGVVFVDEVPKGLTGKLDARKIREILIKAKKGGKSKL
#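 Biochemical qHTS of compounds, final roughly 60 µM downward over six points, against 10 nM purified firefly luciferase using Km concentrations of substrates (10 uM D-luciferin, 10 uM ATP) in Tris acetate pH 7.5 buffer; luminescence output.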
# Rab9 promoter act: activators of Rab9 promoter; Huh7 Rab9 promoter-luciferase reporter, luminescence, 24 h; actives 2.8% (n = 320,000); Potency, µM (titrated, usually from 9.22 µM), for the others: top-dose activation, negative = inhibition, actives largely listed as activators; further: potency means the concentration at half of the fitted maximal effect; % of control where 0% means no effect; nearly all actives have a fitted effect of over 60% in size
#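 Measured in stably transfected Huh7 cells bearing a Rab9 promoter–luciferase construct: 24 h compound treatment at 37 °C, followed by luminescence detection.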
# Coupling enz: inhibits coupling enzyme system, counter-screen for aldolase hits; coupling enzyme system counterscreen, AmpLite Red fluorescence; activity change, negative = inhibition, % at 58.2 µM, hits read low; actives 0.67% (n = 290,000); in the data active means activity change below about -30%; further: on the % scale 0 is the no-effect control and ±100 the full control effect
#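 First, compound is pin-transferred into glyceraldehyde-3-phosphate coupling-enzyme reagent at 57.5 uM final and held 10 min at RT. Next, substrate, coupling system and AmpLite Red are added. After 20 min RT, fluorescence (525/598 nm) is read.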
# KCNH2 3.1 inh: inhibitors of human KCNH2 3.1 potassium channel isoform; actives 0.95% (n = 340,000); activity change, % (tested at about 1.8 µM); AID 720553; U2OS KCNH2 3.1, thallium flux FluxOr; hits give low values;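 active means maximum activity change below -70%; inconclusive means maximum activity change from -70% to -50%; inactive means maximum activity change above -50%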;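 further: thallium influx rate constant from kinetic fluorescence after stimulation buffer; on the % scale 0 is the no-effect control and ±100 the full control effect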
#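 Thallium flux via FluxOr fluorescence (Red40 quencher, 45 min loading) in U2OS cells virally expressing the KCNH2 3.1 isoform (1.77 x 10^8 /mL virus, overnight at 37 C). Rate constants from 2-min kinetic reads post-stimulation, normalised to positive and negative controls.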
# Gal4-VP16 FLuc: inhibits Gal4-VP16 luciferase reporter, ROR gamma counter-screen | Drosophila S2 Gal4-VP16 UAS-luciferase, luminescence, 20 h | Potency, µM (top dose mostly 53.6 µM), inactives show at the top dose activity, negative = inhibition, actives largely listed as inhibitors | actives 3.5% (n = 310,000) | AID 2546;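 further: Gal4-VP16 expression switched on by copper sulfate through the metallothionein promoter; potency means the concentration at half of the fitted maximal effect; on the % scale 0 is the no-effect control and ±100 the full control effect; nearly all actives have a fitted effect of over 50% in size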
# uPA generation: blocks generation of uPA at the cell surface | cell surface uPA generation assay, qHTS | Potency, µM (series often up to 38.3 µM), without a hit: top-dose activity change, negative = inhibition, hits mostly inhibitors | AID 540303 | actives 0.31% (n = 330,000); active means well fitted inhibition curve with a large enough effect; inconclusive means small, poorly fitted or top-dose-only effect; inactive means no such curve, though single readings can be large or run the other way; tested in mouse RAW 264.7 cells; further: potency means the concentration at half of the fitted maximal effect; on the % scale 0 is the no-effect control and ±100 the full control effect; nearly all actives have a fitted effect of over 55% in size
# Tb PFK block: T. brucei PFK enzyme inhibition | T. brucei PFK, ADP-Glo luminescence | Potency, µM (doses to about 57.5 µM), inactives show top-dose activity, negative = inhibition, actives largely listed as inhibitors | O15648 | AID 485367 | actives 0.17% (n = 330,000);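 further: potency means the concentration at half of the fitted maximal effect; 0% = uninhibited 1x PFK enzyme wells and -100% = no-enzyme wells; nearly all actives have a fitted effect of over 60% in size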
# Target sequence (O15648 whole entry, looked up): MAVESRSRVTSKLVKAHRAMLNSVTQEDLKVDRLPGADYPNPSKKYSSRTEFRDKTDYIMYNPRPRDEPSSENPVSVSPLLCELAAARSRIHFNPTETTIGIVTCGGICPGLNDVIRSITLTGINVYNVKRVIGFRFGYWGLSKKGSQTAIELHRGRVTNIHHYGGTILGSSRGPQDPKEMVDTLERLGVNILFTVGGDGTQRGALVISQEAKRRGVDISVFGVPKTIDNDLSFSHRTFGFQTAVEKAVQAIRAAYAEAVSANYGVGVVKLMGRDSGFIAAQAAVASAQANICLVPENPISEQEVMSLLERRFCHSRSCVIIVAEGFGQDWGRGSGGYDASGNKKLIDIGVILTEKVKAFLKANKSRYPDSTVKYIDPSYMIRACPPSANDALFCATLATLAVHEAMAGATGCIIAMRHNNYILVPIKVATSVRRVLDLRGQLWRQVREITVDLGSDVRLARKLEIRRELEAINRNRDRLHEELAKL
#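 PFK 1.25 nM, F6P 0.5 mM, ATP 0.1 mM, 0.1 M TEA pH 8.0, 5 mM MgCl2, 0.01% Tween20, 0.1% BSA; 45 min RT. ADP-Glo readout. qHTS titration up to 57 uM; curves fitted, compounds curve-classed.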
# Giardia kill: kills Giardia lamblia | Giardia lamblia trophozoite viability | activity change, % at 7.66 µM, hits read low | actives 0.15% (n = 340,000); in the data active means activity change below about -80%; inconclusive means between about -30% and that limit;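 further: parasites exposed to compound for two days anaerobically before the ATP read; on the % scale 0 is the no-effect control and ±100 the full control effect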
#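 Compounds were tested on trophozoites seeded at 100 cells/well and held 48 hrs at 37 deg C anaerobically. An ATP-based luminescent kit measured the remaining live cells.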
# RORgamma inh: blocks mouse ROR gamma transcriptional activity; Drosophila S2 Gal4-RORgamma UAS-luciferase reporter, 20 h; P51450; Potency, µM (titrated, usually from 53.6 µM), without a hit: top-dose activity change, negative = inhibition, usual class: inhibitors; actives 5.4% (n = 310,000); further: potency means the concentration at half of the fitted maximal effect; on the % scale 0 is the no-effect control and ±100 the full control effect; nearly all actives have a fitted effect of over 60% in size
#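 Stably transfected Drosophila Schneider cells are the test system, with ROR gamma fused to Gal4 and luciferase under UAS control; luminescence is read after 20 hr of 700 uM copper sulfate induction at ambient temperature.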
# ELG1 genotox: genotoxicity induction in ELG1-luciferase HEK293T cells; HEK293T ELG1-luciferase reporter, luminescence, 16 h; Potency, µM (series often up to 46 µM), for inactives: top-dose activity change, positive = activation, hits mostly activators; actives 1.3% (n = 330,000); further: potency means the concentration at half of the fitted maximal effect; % of control where 0% means no effect; nearly all actives have a fitted effect of over 60% in size
#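 Screening used a luciferase reporter fused to human ELG1 in HEK293T cells. Luminescence was read on a CCD plate imager after 16 hr exposure and 30 min ONE-Glo incubation.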
# The depositor's hits bear a star; ? = inconclusive; . = not tested or not shown; & = joins results of further samples; [ ] = remark or other dose. Unless noted, the call rests on the fitted dose curve; in most records, active means well fitted curve in the direction sought with a large enough effect; inconclusive means small, poorly fitted or top-dose-only effect, or another doubt; inactive means no such curve, though single readings can be large; an effect the other way counts as inactive or inconclusive.
# A first look:
SMILES,NPC1 prom act,FLuc counter,Rab9 promoter act,Coupling enz,KCNH2 3.1 inh,Gal4-VP16 FLuc,uPA generation,Tb PFK block,Giardia kill,RORgamma inh,ELG1 genotox
CC(=O)Nc1ccc(C(=O)OCC(=O)Nc2ccc(N3CCOCC3)cc2)cc1,0%,4%,4%,-2,-3,-5%,1%,-1%,-3,5%,-4%
Fc1ccccc1Cc1noc(CN(Cc2ccccn2)CC2CCCO2)n1 (stereo not given),-1%,-1%,-1%,2,10,-1%,2%,6%,4,-14%,0%

# The whole of this part, previewed entries included:
SMILES,NPC1 prom act,FLuc counter,Rab9 promoter act,Coupling enz,KCNH2 3.1 inh,Gal4-VP16 FLuc,uPA generation,Tb PFK block,Giardia kill,RORgamma inh,ELG1 genotox
CC(=O)Nc1ccc(C(=O)OCC(=O)Nc2ccc(N3CCOCC3)cc2)cc1,0%,4%,4%,-2,-3,-5%,1%,-1%,-3,5%,-4%
Fc1ccccc1Cc1noc(CN(Cc2ccccn2)CC2CCCO2)n1 (stereo not given),-1%,-1%,-1%,2,10,-1%,2%,6%,4,-14%,0%
CC(Oc1cc2oc(=O)c3c(c2cc1Cl)CCC3)C(=O)N1C[C@H]2C[C@@H](C1)c1cccc(=O)n1C2 (stereo not given in full),0%,1%,-5%,-2,16,-8%,-4%,?,8,-14%,4%
COC(=O)c1ccc(Cn2nnc3ccccc32)cc1,-2%,4%,-2%,-2,-4,1%,-2%,-4%,-15,?,0%
COc1ccc(NC(=O)C2CCCO2)c(OC)c1 (stereo not given),-1%,-2%,17%,1,21,5%,0%,-2%,1,-2%,0%
O=C(COc1ccc(NC(=O)c2cccs2)cc1)c1ccc(F)cc1,11%,1.9µM*,18%,.,-8,6%,?,-7%,-15,8%,22%
Cc1ccc(-c2noc(Cn3nc(C(=O)O)c4ccccc4c3=O)n2)cc1,2%,-11%,8%,0,2,-8%,0%,0%,0,15%,3%
N#Cc1c(-c2ccc(Cl)cc2)ccnc1N1CCOCC1,2%,?,28%,3,-1,0%,0%,-4%,7,16%,-13%
COC(=O)c1ccc(S(=O)(=O)NCc2ccc(S(N)(=O)=O)cc2)o1,-7%,-1%,-6%,2,-5,-3%,0%,4%,14,-10%,-5%
O=C(c1cc2ccccc2o1)N1CCN(CCOc2ccccc2)CC1,-1%,0%,3%,.,-11,.,6%,-3%,-15,.,0%
COCc1cc(C)nc(SCC[N+](C)(C)CC(=O)Nc2cccc(C(F)(F)F)c2)c1C#N,-2%,5%,8%,3,0,13%,4%,0%,16,28%,-10%
O=C(OCn1ncc(Br)c(Br)c1=O)c1c(F)cccc1F,-36%[inhibitor],5%,-54%[inhibitor],0,.,4.5µM*,.,0%,.,3.5µM*,?
Cc1ccc2c(c1)N(C(=O)CCC(=O)NCc1ccccn1)CC(C)O2 (stereo not given),-5%,5%,0%,0,-13,-5%,12%,0%,-10,5%,0%
CCOC(=O)C1(CCOC)CCN(C(=O)Cc2ccsc2)CC1,3%,8%,1%,1,-10,3%,13%,-2%,6,4%,-1%
c1ccn2cc(-c3ccc4c(c3)OCO4)cc2c1,?,3.4µM*,3.2µM*,-14,6,-20%,-1%,-6%,17,-25%,?
COc1ccc(S(=O)(=O)Nc2ncccc2C)c2ccccc12,3%,4%,4%,0,-9,2%,1%,-1%,-17,12%,0%
O=C(CCN1C(=O)C2C3C=CC(C3)C2C1=O)NCCc1ccccc1 (stereo not given),2%,-13%,1%,5,2,25%,5%,0%,3,0%,14%
C/C(=C\c1ccccc1)CN1CCN(c2ccccc2)CC1,-6%,5%,-1%,0,-4,-10%,7%,-9%,-10,25%,-1%
CCN(c1ccccc1)S(=O)(=O)c1ccc(C(=O)N(C)Cc2cccs2)cc1,.,.,.,.,-1,.,-13%,-2%,-2,.,-4%
CCN1CCN(C(c2cccs2)C(C)NC(=O)c2c(F)cccc2F)CC1 (stereo not given),-2%,0%,-2%,2,7,-3%,.,-3%,11,27%,2%

# Compound profiles, from the list above. Screens in order: NPC1 prom act | FLuc counter | Rab9 promoter act | Coupling enz | KCNH2 3.1 inh | Gal4-VP16 FLuc | uPA generation | Tb PFK block | Giardia kill | RORgamma inh | ELG1 genotox
# `O=C(CCN1C(=O)C2C3C=CC(C3)C2C1=O)NCCc1ccccc1` (stereo not given) is listed as 2% | -13% | 1% | 5 | 2 | 25% | 5% | 0% | 3 | 0% | 14%
# `CCN1CCN(C(c2cccs2)C(C)NC(=O)c2c(F)cccc2F)CC1` (stereo not given) is listed as -2% | 0% | -2% | 2 | 7 | -3% | . | -3% | 11 | 27% | 2%
# `COCc1cc(C)nc(SCC[N+](C)(C)CC(=O)Nc2cccc(C(F)(F)F)c2)c1C#N` is listed as -2% | 5% | 8% | 3 | 0 | 13% | 4% | 0% | 16 | 28% | -10%

# Later entries.
SMILES,NPC1 prom act,FLuc counter,Rab9 promoter act,Coupling enz,KCNH2 3.1 inh,Gal4-VP16 FLuc,uPA generation,Tb PFK block,Giardia kill,RORgamma inh,ELG1 genotox
CCOc1ccc(Cn2c(=O)oc3ccccc32)cc1,-3%,2%&-7%,-1%,5,-17,26%,-10%,-2%,-19,-36%,2%
COc1cc(CNc2ccccc2SC)cc(OC)c1OC,2%,3%,-9%,-10,-2,14%,-21%,-5%,-18,5%,-3%
C=CCNc1nc(-c2ccc(OC)cc2OC)cs1,2.8µM*,12µM*,3.2µM*,0,-11,18µM*,.,2%,-5,9%,?
CCOC(=O)c1cc2c(=O)n3ccccc3nc2n(CCOC)c1=NC(=O)C(C)(C)C,-2%,4%,-4%,1,2,2%,1%,0%,15,28%,0%
COc1ccc(CCNC(=O)CN(c2cc([N+](=O)[O-])ccc2OC)S(C)(=O)=O)cc1,-1%,1%,-1%,1,-1,4%,4%,-5%,8,4%,1%
Cc1nc(CN2CCN(C(=O)c3ccc(C(C)(C)C)cc3)CC2)cs1,-2%,7%,-9%,3,-2,?,1%,0%,3,?,0%
Clc1ccc(-c2nc3ccccn3c2CN2CCSCC2)cc1,-2%,-8%,2%,-4,-1,1%,35%[activator],-1%,-7,13µM*,-6%
CN1C(=O)C(CC(N)=O)N(NC(=O)c2ccc(Cl)cc2)C1=S (stereo not given),2%,1%,3%,0,-4,20%,.,0%,-18,-12%,-1%
CCc1cccc(C)c1NC(=O)CO/N=C(\N)CC(=O)NC1CCCCC1,-6%,1%,-6%,-1,-4,10%,?,-9%,-2,2%,-4%
COc1cc(/C=C/C(=O)OCC(=O)Nc2cc(S(=O)(=O)N3CCCCC3)ccc2C)ccc1O,-1%,?,-1%,1,3,5%,-6%,0%,1,?,-2%
COc1cc(NC(=O)c2ccc(Cl)cc2Cl)ccc1-c1cc2ccccc2oc1=O,-8%,-8%,-6%,1,-13,?,4%,-4%,-11,-10%,9%
c1ccc(-c2ccccc2OCCN2CCOCC2)cc1,-4%,0%,1%,-1,8,0%,3%,-1%,-18,-4%,-2%
O=C(OCC(=O)N(Cc1ccccc1)Cc1ccccc1)c1cccc(O)c1,2%,.,6%,.,13,.,-1%,-5%,-4,.,0%
Cc1cc(SCC(=O)NCCN2C(=O)CSC2=O)nc2ccccc12,-2%,6%,1%,1,6,?,-2%,0%,14,11µM*,2%
Cc1ccc2c(c1)[nH]c1c(=O)n(CCC3=CCCCC3)cnc12,20%,-1%,26%,0,.,-10%,.,2%,.,41%,0%
COC(=O)c1c(SCC(=O)NC2CCCCC2)[nH]c2ccccc2c1=O,10%,0%,4%,.,9,-4%,2%,?,12,-3%,2%
CCOc1cc(C(=O)OC(C)C(=O)Nc2ncc(Cl)cc2Cl)ccc1OCC(=O)N1CCOCC1 (stereo not given),3%,1%,2%,3,5,-10%,8.9µM*,1%,11,15%,2%
C/C(=N/NC(=O)Cc1cccc2ccccc12)c1cccs1,2%,-2%,-4%,1,-25,-12%,1%,0%,0,17%,-10%
OCCC1CCCCN1CC(O)COCc1ccc(Cl)cc1 (stereo not given),-3%,-3%,-1%,1,7,-1%,0%,-20%,-1,-27%,4%
COc1ccc(N2CCN(C(=O)CN(c3ccc(Br)cc3)S(C)(=O)=O)CC2)cc1,1%,-1%,2%,2,15,-1%,-9%,3%,2,30%,0%
COc1cc(CNc2ccc3[nH]c(=O)[nH]c3c2)ccc1OCc1ccccc1F,-6%,-2%&-4%,0%,0,-17,-4%,-9%,-2%,6,?,5%
Cc1nc(Nc2ccccc2)sc1C,-2%,?,1%,0,2,13µM*,-3%,-13%,-17,3.5µM*,8%
